ANO1 block: TMEM16A chloride channel inhibitors, primary screen, cell-based, HTS. Anoctamin-1 (Mus musculus), Q8BHY3. HEK293 TMEM16A/YFP iodide influx fluorescence, ionomycin. normalized B-score (activity score, 25-100; higher = stronger inhibition) at 10 µM. actives 1.2% (n = 310,000);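 active means ratio plate-corrected score three or more library SD toward inhibition, starting fluorescence score within five deviations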;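 further: score derived from kinetic fluorescence span divided by baseline fluorescence per well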
KCNK9 block: KCNK9 potassium channel inhibitors, primary screen, HEK293 cells, thallium flux; B-score at 10 µM; actives 1.2% (n = 310,000); Potassium channel subfamily K member 9 (Homo sapiens), Q9NPC2; FluxOR thallium flux fluorescence; hits give low values;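 active means ratio B-score over 3 SD below the library mean, with starting fluorescence within 5 SD of its mean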;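 further: negative B-score means less thallium flux so channel inhibition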
Target sequence (Q9NPC2 whole entry, looked up): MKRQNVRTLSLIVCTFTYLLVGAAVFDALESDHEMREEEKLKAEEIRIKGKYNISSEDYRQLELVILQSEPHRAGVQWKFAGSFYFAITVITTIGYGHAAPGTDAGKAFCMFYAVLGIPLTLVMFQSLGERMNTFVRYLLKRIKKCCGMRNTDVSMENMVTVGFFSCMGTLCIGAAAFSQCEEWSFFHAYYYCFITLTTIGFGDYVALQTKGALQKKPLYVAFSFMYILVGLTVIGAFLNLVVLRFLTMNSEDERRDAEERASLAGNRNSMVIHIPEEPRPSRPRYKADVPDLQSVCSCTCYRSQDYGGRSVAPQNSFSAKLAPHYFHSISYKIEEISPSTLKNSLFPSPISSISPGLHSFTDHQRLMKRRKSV
ANO1 activ: TMEM16A chloride channel activators or potentiators, primary screen, cell-based, HTS; actives 0.3% (n = 340,000); Anoctamin-1 (Mus musculus), Q8BHY3; B-score at 10 µM; HEK293 TMEM16A/YFP-H148Q/I152L, iodide quench fluorescence; hits give low values;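 active means fluorescence-ratio B-score plate-corrected deviation score at least 3 library SD below zero, with starting fluorescence score within 5 deviations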;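 further: channel opened by trigger with iodide after compound preincubation; score built on the fluorescence ratio of max minus min over baseline; more negative score means more quench and so TMEM16A activation or potentiation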
HDAC3 inhib: HDAC3 deacetylase inhibitors, primary screen, biochemical, fluorescence, cell-free homogeneous | Histone deacetylase 3 (Homo sapiens), O15379 | recombinant HDAC3, fluorogenic peptide/trypsin coupled | inhibition, % at 8.3 µM | actives 0.15% (n = 320,000); in the data active means inhibition above about 26%, passing the limit was not always enough
Target sequence (O15379 whole entry, looked up): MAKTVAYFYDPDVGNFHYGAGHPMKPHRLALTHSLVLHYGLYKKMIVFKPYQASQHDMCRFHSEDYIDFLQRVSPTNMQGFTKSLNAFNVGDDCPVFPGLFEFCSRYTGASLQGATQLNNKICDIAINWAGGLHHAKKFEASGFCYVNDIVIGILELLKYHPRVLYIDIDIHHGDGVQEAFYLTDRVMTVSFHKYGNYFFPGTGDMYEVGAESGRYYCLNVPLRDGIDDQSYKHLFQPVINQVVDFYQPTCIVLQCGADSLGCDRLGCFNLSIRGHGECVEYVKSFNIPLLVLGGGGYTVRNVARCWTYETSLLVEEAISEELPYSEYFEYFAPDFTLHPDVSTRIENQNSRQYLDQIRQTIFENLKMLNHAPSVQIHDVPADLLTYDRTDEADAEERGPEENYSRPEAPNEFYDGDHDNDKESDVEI
RGS4 pot: RGS4 potentiators or activators, primary screen, cell-based, HEK293 M3R inducible RGS4, calcium flux | actives 0.92% (n = 310,000) | B-score at 10 µM | carbachol calcium flux Fluo4; hits give low values;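 active means B-score of the integrated calcium signal more than 4 SD below the library mean, with starting fluorescence not abnormally high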;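 further: negative B-score means reduced calcium response which marks RGS4 activation or potentiation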
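Test system: HEK293 cells with stable M3R and inducible RGS4; also added: carbachol at ECmax as muscarinic agonist stimulus; schedule: dye loading 30 min 37 °C, buffer rest 30 min RT; technique: kinetic calcium fluorescence imaging with Fluo4-AM dye, 2 µM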
SKKanGAS inh: S. pyogenes SKKanGAS growth inhibitors in kanamycin, primary screen, streptokinase expression inhibitor project, SKKanGAS strain, BacTiter-Glo luminescence. inhibition, % at 7.5 µM. actives 1.3% (n = 300,000). 6 h. AID 1662, 2009;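 active means mean replicate score, as percent of positive control median, at least 50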;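 further: strain carries kanamycin resistance gene driven by streptokinase promoter and grows in 40 µg/ml kanamycin; loss of luminescence reflects streptokinase promoter inhibition or plain growth inhibition; 0% = median of DMSO wells and 100% = positive control at its reference dose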
KCNQ1 inh: inhibitors of human KCNQ1 channel, primary screen, cell-based, thallium flux, high-throughput; B-score at 10 µM; actives 1.3% (n = 310,000); Potassium voltage-gated channel subfamily KQT member 1 (Homo sapiens), P51787; CHO-K1 KCNQ1, FluxOR thallium flux fluorescence; hits give high values;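 active means compounds whose thallium flux B-score, printed positive for inhibition, exceeds three library SD while starting fluorescence stays within three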;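 further: channel opened by potassium depolarization with thallium stimulus after 20 min compound exposure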
KCNQ1 pot: potentiators or activators of KCNQ1 channel, primary screen, cell-based, thallium flux, high-throughput; CHO-K1 KCNQ1, thallium flux FluxOR fluorescence; hits give high values; actives 0.35% (n = 310,000); Potassium voltage-gated channel subfamily KQT member 1 (Homo sapiens), P51787; B-score at 10 µM; AID 2648, 2010;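 active means fluorescence ratio B-score, a plate-corrected score, at least three library SD, with initial intensity B-score within 5 SD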
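Doses: Single concentration per compound, DMSO matched to controls | Test system: KCNQ1-transfected CHO-K1 cells | Timing: 90 min dye loading and 20 min compound exposure, both at room temperature | Measured by: Kinetic FluxOR thallium fluorescence, 10-s 1-Hz baseline, 110-s post-stimulus read | Medium: Assay buffer with matched DMSO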
hERG protect: hERG rescue from dofetilide block, primary screen, cell-based, CHO-hERG, FluxOR thallium flux, dofetilide IC70. Voltage-gated inwardly rectifying potassium channel KCNH2 (Homo sapiens), Q12809. dofetilide IC70 present. activation (rescue from dofetilide block), less the hit threshold, % at 10 µM. actives 0.51% (n = 310,000);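 active means activation above the mean of controls blocked by dofetilide plus 5 SD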;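 further: thallium influx through hERG after potassium depolarization seen as dye fluorescence rise; in these data hits start at about 4.7%; inactives centre near -7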
RGS4 inh: RGS4 inhibitors, primary screen, cell-based, HEK293 M3R inducible RGS4, calcium flux. Regulator of G-protein signaling 4 (Homo sapiens), P49798. Fluo-4 calcium flux; hits give high values; triggered by carbachol at its EC20. B-score at 10 µM. actives 0.45% (n = 310,000);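 active means B-score, a plate-corrected calcium signal, over three deviations above library mean, with baseline fluorescence within five deviations of library mean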;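 further: RGS4 expression induced by doxycycline in cells with stable M3 receptor; B-score is computed from the integrated fluorescence ratio over baseline after carbachol; higher B-score means a larger calcium signal and so more RGS4 inhibition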
Target sequence (P49798 whole entry, looked up): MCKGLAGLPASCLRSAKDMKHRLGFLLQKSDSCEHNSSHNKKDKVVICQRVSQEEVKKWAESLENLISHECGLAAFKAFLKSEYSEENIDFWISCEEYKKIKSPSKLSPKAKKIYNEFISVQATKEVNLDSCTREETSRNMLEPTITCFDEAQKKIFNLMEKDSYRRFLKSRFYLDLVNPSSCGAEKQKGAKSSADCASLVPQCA
KCNK3 block: human KCNK3 channel inhibitors, primary screen, CHO cells, FluxOR thallium flux, B-score; FluxOR fluorescence; hits give low values; Potassium channel subfamily K member 3 (Homo sapiens), O14649; B-score at 10 µM; actives 0.84% (n = 340,000);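 active means B-score under library mean minus 4 SD, starting fluorescence ratio at most library mean plus 5 SD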;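 further: more negative B-score means stronger inhibition of thallium flux through KCNK3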
Active calls of the source: *; i = inactive; / = no result given. The order is random; overall some 6.3% were active at least once.

item	canonical_smiles	ANO1 block	SKKanGAS inh	KCNK9 block	ANO1 activ	HDAC3 inhib	KCNQ1 pot	KCNK3 block	hERG protect	RGS4 inh	RGS4 pot	KCNQ1 inh
1	O=C(NCC1CCCO1)c1onc(CSc2ccccc2)c1C(=O)O (configuration not stated)	i	10.6	i	i	-3.0	i	i	-7.0	i	i	i
2	CCCNC(=O)Cn1sc2nc(C)cc(C)c2c1=O	i	6.3	i	i	14.2	i	i	-26.9	i	i	i
3	Cc1nnc(SCC(=O)NCc2ccccc2)[nH]c1=O	i	9.4	i	i	3.4	i	i	-8.6	i	i	i
4	CCOc1ccc(CCNC(=O)CCNC(=O)c2ccco2)cc1OCC	i	-0.6	i	i	3.9	i	i	-10.6	i	i	i
5	CC(=O)c1cc(-c2ccccc2)n(CC(=O)NC(C)(C)C)c1C	i	7.3	i	i	-4.2	i	i	-10.5	i	i	i
6	O=C(CCn1cccc1)Nc1cccc(F)c1	i	4.9	i	i	1.3	i	i	-6.8	i	i	i
7	Cc1noc(C)c1COc1ccc(CC(=O)NC2CCCCCC2)cc1	i	-0.6	i	i	-0.8	i	i	-9.5	i	i	i
8	N#C/C(=N\Nc1ccccc1)C(N)=S	i	43.4	i	-15.9*	6.8	i	i	-6.5	i	i	i
9	Cn1c(COc2ccc(F)cc2)nnc1SCC(=O)NC1CC1	i	-7.1	i	i	-1.1	i	i	-7.0	i	i	i
10	COc1ccc(C(=O)NCCNC(=O)c2cnccn2)cc1OC	i	-3.3	i	i	5.5	i	i	-5.6	i	i	i
11	CCc1ccc(/C([O-])=C(/C(=S)NCCN2CCOCC2)[n+]2ccccc2)cc1	i	-11.5	i	i	3.2	i	i	-3.9	i	i	i
12	CCN(CC)C(=O)CSc1ncnc2c1cnn2Cc1ccccc1	i	-0.7	i	i	-2.4	i	i	-6.8	i	i	i
13	Cc1noc(C)c1CSCC(=O)N(C)CC(=O)Nc1ccc(Cl)c(Cl)c1	i	-0.4	i	i	-15.4	i	i	-17.9	i	i	i
14	CCC(C)c1ccc(NC(=O)C2CCN(c3ccc(C(F)(F)F)cn3)CC2)cc1 (configuration not stated)	i	4.9	i	i	-3.1	i	i	-7.3	i	i	i
15	Clc1cccc(CN2CCC(Cc3ccccc3)CC2)c1	i	-2.5	i	i	3.9	i	i	-14.1	i	i	i
16	O=c1c(Br)c(N2CCCC2)cnn1-c1ccccc1	i	-2.6	i	i	-6.2	i	i	-5.7	i	i	i
17	O=C(COC(=O)Cc1ccccc1F)Nc1ccc(SC(F)F)cc1	i	-2.4	i	i	6.1	i	i	-4.0	i	i	i
18	Cc1cc(=O)oc2c(C)c(OC(C)C(=O)NCC3CCC(C(=O)O)CC3)ccc12 (configuration not stated)	i	1.2	i	i	-1.7	i	i	-1.0	i	i	i
19	O=C(N/N=C/c1c[nH]c2ccc(Br)cc12)c1ccn(Cc2ccc(Cl)cc2)n1	i	26.0	-14.9*	i	11.0	i	i	-4.3	i	i	i
20	COC(=O)c1ccccc1NC(=O)COC(=O)c1ccco1	i	-5.7	i	i	8.1	i	i	-13.7	i	i	i
21	COc1cc(N2Cc3ccccc3C2)ccc1C=O	i	3.1	i	i	2.6	i	i	-2.5	i	i	i
22	O=C1C(NS(=O)(=O)c2cccs2)=C(N2CCN(c3cccc(Cl)c3)CC2)C(=O)c2ccccc21	i	35.2	i	i	-11.8	i	i	-9.0	i	i	i
23	CCC12CN(S(=O)(=O)c3ccc(C)cc3)CC(CC)(CN(S(=O)(=O)c3ccc(C)cc3)C1)C2=O	i	10.9	i	i	8.0	i	-9.14*	-9.2	i	i	i
24	O=C(CS(=O)CC(=O)Nc1ccccc1-c1ccccc1)Nc1ccc(F)cc1 (configuration not stated)	i	-3.1	i	i	-6.1	i	i	-5.7	i	i	i
25	CC(=O)Nc1ccc(S(=O)(=O)N2CCN(C3CCCCCCC3)CC2)cc1	i	-7.0	i	i	-5.1	i	i	-4.2	i	i	i
26	CCOc1ccc(OCCOCCOc2ccccc2Cl)cc1	i	3.7	i	i	8.3	i	i	-7.7	i	i	i
27	N=c1c(C(=O)NC2CCCCC2)cc2c(=O)n3ccccc3nc2n1CCc1ccccc1	i	0.0	i	i	-118.7	i	i	-15.5	i	i	i
28	COc1ccc(C2=Nc3cc(C)ccc3OC2)cc1	i	2.3	i	i	1.8	i	i	-4.5	i	i	i
29	Cc1ccc(/C=N/NC(=O)CSc2nc3nc(C)cc(C)n3n2)cc1	i	6.6	i	i	/	i	i	-8.6	i	i	i
30	O=C(Nc1ccccc1)C1=C[C@H](c2ccccc2)C[C@H](OCc2ccc(CO)cc2)O1	i	10.9	i	i	12.6	i	i	-10.4	i	i	i

(further entries)
item	canonical_smiles	ANO1 block	SKKanGAS inh	KCNK9 block	ANO1 activ	HDAC3 inhib	KCNQ1 pot	KCNK3 block	hERG protect	RGS4 inh	RGS4 pot	KCNQ1 inh
31	CC(c1ccccc1)c1nnc(N)s1 (configuration not stated)	i	-9.6	i	i	2.7	i	i	-10.8	i	i	i
32	Cc1ccc(C(=O)N/C(=C/c2ccc(Cl)cc2)C(=O)NCC2CCCO2)cc1 (configuration not stated)	i	0.0	i	i	-4.5	i	i	2.8	i	i	i
33	Cc1cc(C)cc(NC(=O)CCOc2ccccc2)c1	i	-0.1	i	i	3.8	i	i	-3.8	i	i	i
34	COC(=O)CCC(=O)OC1(C)C(=O)C=C2C=C(C3CC3)N(c3ccccc3)C=C2C1=O (configuration not stated)	i	2.9	i	i	0.3	i	i	-1.8	i	i	i
35	CCOC(=O)c1c(C)[nH]c(C(=O)COC(=O)COc2ccccc2C)c1C	i	0.6	i	i	-9.0	i	i	-5.7	i	i	i
36	Cc1ccc(/C=C/C(=O)O)cc1S(=O)(=O)N1CCC(Cc2ccccc2)CC1	i	7.4	i	i	-1.0	i	i	-14.0	i	i	i
37	O=C(Nc1cc(Cl)cc(Cl)c1)c1ccc(Cn2c(=O)[nH]c3ccsc3c2=O)cc1	i	26.5	i	i	-3.0	i	i	-6.0	i	i	i
38	COc1ccc(CNc2ncnc3c2[nH]c2ccccc23)cc1	i	2.7	i	i	2.9	i	i	-4.8	i	i	i
39	Cc1onc(-c2c(F)cccc2Cl)c1C(=O)Nc1ccccc1N1CCOCC1	i	19.9	i	i	-2.0	i	i	-6.4	i	i	i
40	CC1CCCN(C(=O)COC(=O)c2cc([N+](=O)[O-])ccc2N2CCOCC2)C1 (configuration not stated)	i	3.3	i	i	-1.4	i	i	-14.9	i	i	i
41	COc1ccc(/C=C/C(=O)Oc2cc(C)[nH]c(=O)c2[N+](=O)[O-])cc1OC	i	0.8	i	i	8.1	i	i	-5.1	i	i	i
42	O=C(NCCc1ccccc1)c1ccc2c(c1)OCCO2	i	-1.1	i	i	-2.6	i	i	-3.9	i	i	i
43	CC(=O)N(CCN(C(C)=O)c1ccccc1)c1ccccc1	i	-4.9	i	i	-3.6	i	i	-14.3	i	i	i
44	Clc1ccccc1-c1nnc2sc(-c3ccc(Br)o3)nn12	i	-5.6	i	i	-3.0	i	i	-10.2	i	i	i
45	COCCn1c(COc2cccc(OC)c2)nnc1SCC(=O)N1CCOCC1	i	2.1	i	i	0.4	i	i	-8.5	i	i	i
46	O=S(=O)(NCC1(N2CCOCC2)CCCCC1)c1ccc(F)cc1	i	-6.0	i	i	-4.1	i	i	-16.0	i	i	i
47	CCCCNC(=O)COC(=O)c1cc(C)oc1C	i	-3.5	i	i	-0.7	i	i	-14.6	i	i	i
48	CC1CCCCN1C(=O)CSc1nnc(-c2cccnc2)o1 (configuration not stated)	i	-7.4	i	i	0.6	i	i	-7.2	i	i	i
49	C=CCOc1c(Br)cc(CNn2c(C)n[nH]c2=S)cc1OCC	i	-2.9	i	i	5.3	i	i	-11.0	i	i	i
50	COc1cccc(OCC(=O)Nc2ccccc2C(=O)Nc2ccc(C(=O)O)cc2)c1	i	4.0	i	i	-1.0	i	i	-8.6	i	i	i
51	O=C(O)c1cccc(Cn2c(Cl)c(/C=N/NC(=O)c3cccc(O)c3)sc2=O)c1	i	-8.4	i	i	6.6	i	i	-6.7	i	i	i
52	COCn1c(COc2ccc3ccccc3c2)nc2ccccc21	i	3.0	i	i	-2.0	i	-8.77*	-8.3	i	i	i
53	CCC/C=C1/CCCOC(C(=O)NCc2ccccc2)(C(F)(F)F)C1 (configuration not stated)	i	4.0	i	i	5.2	i	i	-8.3	i	i	i
54	Cc1cc(NC(=O)c2cccs2)cc(-c2nc3ncccc3o2)c1O	i	10.1	-8*	i	-0.5	i	i	-3.2	i	i	i
55	c1csc(-c2nc(-c3ccc(-c4ccon4)s3)no2)c1	i	5.7	i	i	16.3	i	i	-6.8	i	i	i
56	O=C(CN(Cc1ccccc1F)C(=O)Cn1nnc(-c2cccs2)n1)NCC1CCCO1 (configuration not stated)	i	-0.1	i	i	1.7	i	i	1.3	i	i	i
57	COc1cccc(C(=O)Nc2cccc(SC)c2)c1	i	-12.2	i	i	4.3	i	i	-5.6	i	i	i
58	CCCCc1c(C)[nH]c(C(=O)OCC)c1C	i	10.6	i	i	3.9	i	i	5.3*	i	i	i
59	CC(C)C(c1nnnn1C1CCCCC1)N1CCN(c2ncccn2)CC1 (configuration not stated)	100*	-5.7	i	i	-4.0	i	i	-9.3	i	i	i
60	COC(=O)c1ccc(NC(=O)CSc2nnc(-c3cccnc3)o2)cc1	i	-17.0	i	i	-1.1	i	i	-7.1	i	i	i
61	Cc1ccc(S(=O)(=O)NNC(=O)C2Cc3c(ccc4ccccc34)O2)cc1 (configuration not stated)	i	5.9	i	i	5.0	i	i	-12.3	i	i	i
62	O=C(Nc1ccccn1)c1ccc2ccccc2n1	i	-3.8	i	i	1.6	i	i	-8.9	i	i	i
